# Screens deposited in PubChem BioAssay by Sanford-Burnham Center for Chemical Genomics.
# Mdm2-MdmX inh – human Mdm2/MdmX binding inhibition | O15151+Q00987 | SaOS-2 split-luciferase Mdm2/MdmX complementation, luminescence | inhibition, % at 8 µM | 3% of 330,000 active | AID 485346;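 active means inhibition of at least 50% at 8 µM in the primary screen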
# Target sequence (O15151 whole entry, looked up): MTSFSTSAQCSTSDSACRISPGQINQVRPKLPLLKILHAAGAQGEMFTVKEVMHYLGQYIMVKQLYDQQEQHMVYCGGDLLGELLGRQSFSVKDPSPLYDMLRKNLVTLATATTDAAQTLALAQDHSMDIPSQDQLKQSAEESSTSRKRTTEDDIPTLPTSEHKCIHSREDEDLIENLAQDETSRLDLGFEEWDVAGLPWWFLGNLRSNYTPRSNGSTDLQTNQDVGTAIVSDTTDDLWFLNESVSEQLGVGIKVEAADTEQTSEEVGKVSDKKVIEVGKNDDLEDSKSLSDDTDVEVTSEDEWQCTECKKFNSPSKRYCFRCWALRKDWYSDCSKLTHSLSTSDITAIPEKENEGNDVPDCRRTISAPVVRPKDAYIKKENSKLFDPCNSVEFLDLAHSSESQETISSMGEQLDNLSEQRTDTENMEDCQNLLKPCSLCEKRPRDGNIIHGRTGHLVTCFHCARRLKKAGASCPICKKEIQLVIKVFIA
# Target sequence (Q00987 whole entry, looked up): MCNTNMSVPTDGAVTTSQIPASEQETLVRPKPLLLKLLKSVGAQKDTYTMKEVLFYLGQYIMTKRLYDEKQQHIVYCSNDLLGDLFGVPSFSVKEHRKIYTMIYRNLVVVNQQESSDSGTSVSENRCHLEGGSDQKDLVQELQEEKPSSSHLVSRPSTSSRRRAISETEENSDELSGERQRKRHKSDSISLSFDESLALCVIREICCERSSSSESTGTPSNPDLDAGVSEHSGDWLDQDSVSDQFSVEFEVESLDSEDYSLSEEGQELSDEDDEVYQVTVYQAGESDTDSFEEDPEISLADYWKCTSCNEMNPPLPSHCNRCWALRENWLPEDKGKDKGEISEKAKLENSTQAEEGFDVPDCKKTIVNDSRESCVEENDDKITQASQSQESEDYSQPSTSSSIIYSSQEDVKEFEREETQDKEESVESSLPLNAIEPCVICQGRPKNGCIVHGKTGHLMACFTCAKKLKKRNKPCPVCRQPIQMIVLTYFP
# TIM10 inh – inhibits growth of TIM10 yeast strain | S. cerevisiae TIM10 strain growth, BacTiter-Glo luminescence, 24 h | inhibition, % at 10 µM | 1.4% of 330,000 active | AID 463195;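 active means inhibition of 40% or more at the single tested concentration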;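 further: wild-type TIM10 isogenic control strain grown at permissive 25 °C; 0% = DMSO yeast wells and 100% = minimal medium wells without yeast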
# XBP1 UPR activ – activators of adaptive arm of unfolded protein response (XBP1); 0.33% of 330,000 active; activation, % at 20 µM; CHO-XBP1 luciferase reporter, IRE1-XBP1 UPR activation, luminescence; percent of tunicamycin response, DMSO as zero;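 active means versus positive control, 20 µM dose yields 30% or more activation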;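 further: 100% = tunicamycin at 10 µg/mL and 0% = DMSO only wells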
#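 assay system = CHO-XBP1 luciferase reporter cells | amount = 1000 cells/well | buffer or medium = F12 plus 10% FBS | compound dosing = single point, 20 µM final compound, 1% DMSO | incubation = 16-18 h cell attachment at 37 °C, then 6 h compound exposure | detection = Steady-Glo luminescence read | controls = tunicamycin 10 µg/mL and vehicle-only wells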
# GRIN3A LBD mod – modulators (binders) of human NR3A ligand-binding domain | NR3A LBD differential scanning fluorimetry, Tm shift; 0% = protein alone, 100% = glycine-bound protein | Tm shift relative to glycine control, % at 25 µM | 2.5% of 340,000 active | AID 1259313;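 active means melting temperature shift of at least 10% of the positive control shift, at one fixed dose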
# APJ ag – activates the human apelin receptor APJ. P35414. CHO-K1 APJ PathHunter beta-arrestin, luminescence; 0% DMSO wells, 100% apelin. activation, % at 20 µM. 0.11% of 330,000 active. AID 2520;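 active means activation more than six SD over the plate average, tested at 20 µM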;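 further: 0% = DMSO alone and 100% = apelin-13 at 10 nM; some results filed as inactive read as strong as hits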
#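 system = engineered CHO-K1 APJ arrestin reporter cells | input = 1000 cells per well | timing = overnight seeding, 90 min compound at 25 °C, 1 h detection | measured by = enzyme-fragment complementation luminescence | read-out = beta-arrestin recruitment to APJ as agonist activity, luminescent signal | control set = negative DMSO alone, positive Apelin-13 at 10 nM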
# tim23-1 inh – inhibits growth of tim23-1 mutant yeast | inhibition, % at 20 µM | S. cerevisiae tim23-1 growth, BacTiter-Glo luminescence, 24 h | 1.3% of 330,000 active;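 active means growth inhibition of the mutant yeast at or above 50%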;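 further: temperature-sensitive mutant grown at 25 °C; plate controls were DMSO-treated mutant yeast for no effect and medium wells lacking yeast for full effect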
# CHOP UPR activ – apoptotic UPR (CHOP) activation. CHO-CHOP luciferase reporter, luminescence; percent of tunicamycin response over DMSO baseline. activation, % at 10 µM. 0.34% of 330,000 active. AID 449763;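 active means at 10 µM dose, activation of 40% or more, normalized to positive control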;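 further: 100% = tunicamycin at 10 µg/mL and 0% = DMSO alone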
#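 Assay system: CHO-CHOP cells, stable luciferase reporter of PERK-eIF2a-CHOP signalling / Buffer or medium: F12 plus 10% serum / Compound dosing: one dose, 10 µM in 0.5% DMSO / Times: 6 h compound treatment, 37 °C / Technique: luciferase luminescence / Read-out: % reporter activation, DMSO baseline versus tunicamycin full activation / Benchmarks: tunicamycin and DMSO controls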
# NLRP3 yeast inh – blocks the NALP3 inflammasome reconstituted in yeast; Yeast reconstituted NLRP3/ASC/caspase-1, beta-gal luminescence, 24 h; inhibition, % at 10 µM; 0.39% of 330,000 active;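 active means inhibition of 50% or more; inactive means inhibition below 50%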;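 further: plate controls were induced DMSO wells for no effect and uninduced yeast grown without galactose for full effect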
# tim10-1 inh – tim10-1 yeast growth inhibition. 2.2% of 330,000 active. AID 463190. S. cerevisiae tim10-1 ts strain growth, BacTiter-Glo, 24 h. inhibition, % at 20 µM;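 active means inhibition of at least 40%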;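 further: mutant grown at 25 °C; 0% = DMSO wells with yeast and 100% = wells holding no yeast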
# * marks the source's active call; other numbers are inactive results.
# Each structure is followed by: Mdm2-MdmX inh	TIM10 inh	XBP1 UPR activ	GRIN3A LBD mod	APJ ag	tim23-1 inh	CHOP UPR activ	NLRP3 yeast inh	tim10-1 inh
[1] NC(=O)CC(NC(=O)c1ccc(Br)cc1)c1ccc(N2CCCCCC2)c([N+](=O)[O-])c1 (stereo not drawn)
  25	-1	7	-10	1	-1	-1.9	24	-7
[2] CC(C)Cn1cc(C(=O)NCc2cccs2)c2c3ccccc3n(C)c2c1=O
  6	17	-3	2	8	21	-1.1	15	6
[3] Cn1c(CSCc2ccc(Cl)cc2)n[nH]c1=S
  11	11	-1	-2	-4	29	-0.5	25	15
[4] CSc1ccccc1NC(=O)C1=COCCO1
  20	4	-1	1	1	-5	2.2	17	-27
[5] CC(NC(=O)c1cc(F)c(F)c(F)c1F)c1ccc(-n2ccnc2)cc1 (stereo not drawn)
  14	-18	0	-1	11	-8	-0.5	11	-2
[6] Cc1cccc(NC(=O)CSc2nnc(C)c(=O)n2N)c1
  -22	1	2	-3	0	1	1.1	8	10
[7] CS(=O)(=O)c1ccc(C(=O)NCCN2C(=O)S/C(=C\c3cccnc3)C2=O)cc1[N+](=O)[O-]
  50	0	-2	-4	0	-6	11	8	-3
[8] CC(C)Oc1ccc(C(=O)O)cc1
  -29	10	-6	-1	-3	21	2.8	5	-10
[9] O=[N+]([O-])c1cc(/C=N/O)ccc1Oc1cccc(Cl)c1
  5	26	2	0	-4	41	0.6	28	61*
[10] C=CCNC(=O)CC1C(=O)NCCN1Cc1c(F)cccc1Cl (stereo not drawn)
  -3	-9	0	0	-4	-1	-0.7	-1	16
[11] Cc1ccc(C(=O)C2CCN(S(=O)(=O)c3c(C)noc3C)CC2)cc1
  -1	-7	0	1	-5	20	-0.1	-5	14
[12] CC(C)(CO)Nc1ncnc2onc(-c3ccc(F)cc3)c12
  18	6	1	1	-2	-9	0.0	15	-8
[13] Cc1cnc(C(=O)OCC(=O)NCc2ccc(Cl)cc2)cn1
  -19	3	2	-2	0	-6	0.4	6	-1
[14] CN(Cc1ccc(F)cc1)C(=O)c1cccc(S(=O)(=O)N2CCN(Cc3ccccc3)CC2)c1
  2	6	2	-2	-2	29	0.3	2	38
[15] COCCCn1c(C2CCCCC2)nc2oc3cc(OC)ccc3c(=O)c2c1=O
  -9	30	2	0	-5	29	-1.5	24	22
[16] CC(=O)c1ccc(C(=O)N(C)C2CCCN(Cc3ccccc3F)C2)s1 (stereo not drawn)
  4	-1	-3	0	3	14	-0.4	19	8
[17] COc1cc(/C=C2\C(=N)N3N=C(C(C)C)SC3=NC2=O)ccc1OCCOc1ccc(NC(C)=O)cc1
  -11	9	-1	-11	-2	7	-0.2	-4	10
[18] COC(=O)c1cccc(NC(=O)Cn2cnc3ccccc3c2=O)c1
  -1	8	-7	7	-4	6	-1.7	11	1
[19] O=C(NCc1ccccc1)C(c1cccnc1)N(C(=O)c1ccccn1)c1ccccc1F (stereo not drawn)
  -25	-10	-4	-1	-3	4	-1.8	7	-6
[20] Cn1nc(C(=O)N2CCN(S(=O)(=O)/C=C/c3ccccc3)CC2)c2ccccc2c1=O
  14	2	-2	-1	-5	13	0.1	3	4
[21] O=C(Nc1nncs1)c1cc(-c2ccco2)nc2ccccc12
  9	7	1	3	-5	34	1.5	9	18
[22] O=C(Nc1cccc(C(F)(F)F)c1)c1csc(-c2ccncc2)n1
  1	5	-4	-9	0	29	-1.1	11	38
[23] Cc1ccc(N2C(=O)C3C4C=CC(CNC(=S)N5CCN(c6ccccc6)CC5)(O4)C3C2=O)cc1 (stereo not drawn)
  -21	3	-3	4	-3	-6	-1.2	8	11
[24] O=C(COC(=O)CN1C(=O)c2ccccc2C1=O)Nc1cccc(F)c1
  6	5	-2	3	-2	11	-1.9	3	3
[25] Cc1cccc(N(CC(=O)NCCC2=CCCCC2)S(C)(=O)=O)c1C
  -19	19	3	2	-4	12	1.9	6	25
[26] COCCSc1ccccc1C(=O)Nc1ccc2c(c1)OCO2
  -12	13	0	5	0	19	0.8	18	-4
[27] COc1ccccc1OCCNc1nc2c(c(=O)n(C)c(=O)n2C)n1C
  27	4	2	0	-1	-2	-1.0	13	3
[28] COc1ccccc1C(=O)Nc1nsc(-c2ccccc2)n1
  -85	1	4	-1	-1	37	1.7	15	14
[29] COc1ccc(Oc2ccc(S(=O)(=O)N3CCCCC3)cc2S(=O)(=O)N2CCCCC2)cc1
  -19	9	2	-1	-6	-13	-1.7	-8	8
[30] Cc1ccc(N2C(=O)CC(NCc3ccc4c(c3)OCO4)C2=O)cc1Cl (stereo not drawn)
  2	10	9	-1	-5	28	0.2	22	20
[31] CC(C)CCn1c(CN2CCN(c3cccc(Cl)c3)CC2)nc2c1c(=O)n(C)c(=O)n2C
  33	17	3	-18	-4	28	-1.1	-7	37
[32] CCn1ncc(C2=NOC(C(=O)Nc3ccc4c(c3)OCO4)C2)c1C (stereo not drawn)
  3	-13	-1	-1	-3	30	-1.0	9	-4
[33] O=C(Nc1cc(Cl)ccc1N1CCOCC1)C1CC1
  -1	2	0	0	-1	-2	-0.5	2	6
[34] CCC(c1nnc(SCC(=O)NC2CCCCC2)n1Cc1ccccc1)N(C)C (stereo not drawn)
  10	-2	-2	2	-3	4	-0.4	19	-7
[35] Cc1ccc(N2C(=O)c3ccccc3C2C(=O)c2ccc(O)cc2O)cc1 (stereo not drawn)
  24	4	3	3	-2	1	1.4	15	16
[36] Cc1nn(-c2ccc(F)cc2)c(C)c1CN1CCN(Cc2ccccc2)C(CCO)C1 (stereo not drawn)
  -12	6	1	-1	0	13	7.2	23	3
[37] O=C(Nc1ccc(Br)cc1F)c1ccc2c(c1)N(Cc1ccccc1)C(=O)CS2=O (stereo not drawn)
  16	14	2	14*	-4	25	-1.3	11	18
[38] COc1ccc(OC)c(NC(=O)CSc2ncnc3c2cnn3-c2ccccc2Cl)c1
  -12	-15	8	1	8	2	6.1	27	7
[39] O=S(=O)(Cc1ccccc1)N1CCN(c2ncccn2)CC1
  13	2	-3	-1	-3	13	-2.2	21	2
[40] COc1ccc(OC)c(NS(=O)(=O)c2cccc3cccnc23)c1
  -15	7	-2	2	0	8	0.3	7	4
[41] O=S(=O)(c1cccc(C(F)(F)F)c1)N1CCC(c2nc3ccccc3[nH]2)CC1
  18	6	-5	9	-2	15	0.2	-6	22
[42] COc1ccccc1OCCNC(=O)c1ccccc1C
  -46	-4	2	0	4	16	1.4	23	15
[43] CCCN1C(=O)/C(=C/c2c(N3CCNC(=O)C3CC(=O)OCC)nc3c(C)cccn3c2=O)SC1=S (stereo not drawn)
  74*	16	-1	-9	2	21	6.8	37	16
[44] Fc1ccccc1OCCCCCN1CCCC1
  -5	7	-1	3	0	-5	2.8	25	3
[45] COC(=O)C1=C(C(=O)OC)[C@@H]2N(C)c3ccc(OC)cc3[C@@]23C[C@@H](C(=O)OC)N(S(=O)(=O)c2ccc(OC)cc2)C3=N1
  9	0	-3	1	2	-3	0.7	15	1
[46] CCOC(=O)c1ccc(NC(=S)N2CCC(C(N)=O)(N3CCCCC3)CC2)cc1
  11	3	-2	-1	-1	5	1.4	-14	12
[47] COc1ccc(NC(=S)NC2CCCCCC2)c(OC)c1
  20	-9	0	1	0	28	7.6	17	15
[48] Cc1nn(CC(=O)N2CCCC2)c(=O)c2nn(-c3ccccc3)c(C)c12
  16	-14	-4	0	-3	11	1.5	16	9
[49] CCc1ccc(N2CC(C(=O)N3CCN(c4ccccn4)CC3)CC2=O)cc1 (stereo not drawn)
  2	12	-4	0	-8	15	0.1	20	23
[50] CCOC(=O)/C(=N\Nc1ccccc1)c1csc(Nc2ccc(C)cc2)n1
  11	25	8	25*	-4	20	0.9	10	32
[51] COc1ccc(-c2ncc(CN3CCN(CCC(C)C)C(CCO)C3)cn2)cc1 (stereo not drawn)
  -3	-3	5	-1	-4	-3	1.7	12	5
[52] CN(C)S(=O)(=O)c1ccc(C(=O)OCCCN=C2NS(=O)(=O)c3ccccc32)cc1
  24	9	-2	-1	-5	8	4.3	7	10
[53] O=C1/C(=C/c2cccs2)SC(=S)N1N1CCOCC1
  7	17	2	-1	1	18	3.9	26	9
[54] CC(=O)Nc1ccc(CN2CCCC(CO)(Cc3ccccc3C)C2)cc1 (stereo not drawn)
  22	-31	-1	1	0	9	0.1	8	8
[55] Cc1onc(-c2c(F)cccc2Cl)c1C(=O)Nc1cccc(S(=O)(=O)NC2=NCCC2)c1
  29	6	2	-2	2	1	0.7	14	0
[56] CCOc1ccc(C2c3c(oc4ccccc4c3=O)C(=O)N2CCCN2CCOCC2)cc1OCC (stereo not drawn)
  1	5	-1	1	0	7	1.1	13	-4
[57] CCn1c(CC(=O)Nc2ccccc2OC)nnc1SCC(=O)Nc1ccccc1F
  13	-20	-3	1	-6	0	12	15	10
[58] O=C(c1ccccc1)c1nc2c(n1O)CCCCC2
  -11	4	2	-3	-3	3	1.0	2	4
[59] CC(NC(=O)CN(c1ccc(Cl)cc1)S(C)(=O)=O)c1ccccc1 (stereo not drawn)
  -13	-12	-2	-1	-4	4	1.6	13	4
[60] CCCC(=O)Nc1nnc(-c2ccc3c(c2)OCCO3)o1
  10	-28	-3	3	-1	10	1.8	1	-16

# Other records.
# Each structure is followed by: Mdm2-MdmX inh	TIM10 inh	XBP1 UPR activ	GRIN3A LBD mod	APJ ag	tim23-1 inh	CHOP UPR activ	NLRP3 yeast inh	tim10-1 inh
[61] CCC(=O)c1ccc(OCC(O)CNC(C)c2ccccc2)cc1 (stereo not drawn)
  11	1	1	1	-3	2	0.1	3	15
[62] Cn1c(SCC(=O)NNC(=O)c2ccc(Cl)cc2)nnc1-c1cccnc1
  14	-1	-8	-1	-3	1	-0.5	15	5
[63] N#Cc1c(Nc2ccc(F)cc2)sc(C(=O)c2ccccc2)c1N
  3	25	2	1	-3	-1	-1.1	5	33
[64] COc1ccc(S(=O)(=O)N2CC(=O)Nc3ccccc32)cc1Cl
  13	-9	-1	-1	-3	4	1.0	21	2
[65] O=C(COC(=O)C1CC1)NC(=O)c1ccccc1
  18	9	0	1	-2	-8	0.4	9	-16
[66] CCOC(=O)N1C2=NC(C(=O)OC)=C(C(=O)OC)[C@@H]3N(Cc4ccccc4)c4ccccc4[C@]23C[C@H]1C(=O)OC
  6	7	1	-2	2	14	1.5	3	13
[67] CCOC(=O)CSc1nc2c(c(=O)[nH]1)C(C)(CC)Cc1ccccc1-2 (stereo not drawn)
  57*	25	4	-3	-3	42	0.5	11	18

# Complete entries from above:
# N#Cc1c(Nc2ccc(F)cc2)sc(C(=O)c2ccccc2)c1N as listed: Mdm2-MdmX inh = 3; TIM10 inh = 25; XBP1 UPR activ = 2; GRIN3A LBD mod = 1; APJ ag = -3; tim23-1 inh = -1; CHOP UPR activ = -1.1; NLRP3 yeast inh = 5; tim10-1 inh = 33
# CCOC(=O)N1C2=NC(C(=O)OC)=C(C(=O)OC)[C@@H]3N(Cc4ccccc4)c4ccccc4[C@]23C[C@H]1C(=O)OC as listed: Mdm2-MdmX inh = 6; TIM10 inh = 7; XBP1 UPR activ = 1; GRIN3A LBD mod = -2; APJ ag = 2; tim23-1 inh = 14; CHOP UPR activ = 1.5; NLRP3 yeast inh = 3; tim10-1 inh = 13
